# Compound activity from PubChem.
# LGR2 antag: blocks bursicon-induced cAMP signaling via Drosophila LGR2; HEK293 LGR2, CRE-luciferase, bursicon-stimulated, 4 h; inhibition, % at 9.99 µM; 380,000 tested, 0.35% active; AID 720647;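 active = drop in luminescence signal, shown as inhibition above about 50% in the replicate tests, limit read from the data, passing the limit was not always enough; inconclusive = probably only some replicates passing the limit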;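 note: agonist challenge used bursicon conditioned medium at about half maximal strength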
# Statin myotox sup: suppressors of simvastatin-induced myotoxicity in C2C12 myotubes; ATP luminescence, 48 h; scaled: DMSO 0, geranylgeraniol control 100; rescue of ATP level, % at 7.49 µM; 330,000 tested, 0.78% active; AID 602340;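 active = mean ATP rescue above about 67%, or every replicate alone reaching that limit, limit read from the data, passing the limit was not always enough; inconclusive = no clear call, values can overlap the other calls; inactive = mean under the limit and some replicate under it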;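 note: myotubes were challenged with 10 µM simvastatin during compound exposure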
# S100A4 MyoIIA: inhibitors of human S100A4 binding to myosin IIA peptide; S100A4/TAMRA-MyoIIA peptide fluorescence polarization; inhibition, % at 10.7 µM; 360,000 tested, 0.14% active; AID 652163;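 active = mean inhibition of at least 70% across replicates, with every replicate also reaching that level; inconclusive = mean inhibition reaches 70% but some replicates fall short; inactive = mean inhibition below 70%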
# Target sequence (P26447 whole entry, looked up): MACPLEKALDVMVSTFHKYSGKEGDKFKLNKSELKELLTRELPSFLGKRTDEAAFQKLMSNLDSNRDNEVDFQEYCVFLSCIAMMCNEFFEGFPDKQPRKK
#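 Test system: S100A4 monomer protein; Medium: HEPES pH 7.2 with CaCl2, KCl, NaCl, DTT, Triton; Probe or stimulus: TAMRA-labelled myosin IIA heavy-chain peptide probe, 5 nM; Doses: one dose per compound; Times: polarization read 5 min after assay mix addition, stable 5–60 min; Benchmarks: neutral control DMSO, positive control TFP.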
# Casp6 inh: caspase-6 (human) enzyme inhibition | inhibition, % at 12.5 µM | purified caspase-6, Z-VEID-R110 cleavage fluorescence | AID 686996 | 350,000 tested, 0.53% active | P55212;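 active = mean inhibition across replicates at least about 35%, with every replicate also reaching that limit, limit read from the data; inconclusive = only one of the two criteria met; inactive = neither criterion met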;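 note: 0% = median of neutral control wells and 100% = no fluorescence left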
# Target sequence (P55212 24-179 limits assumed): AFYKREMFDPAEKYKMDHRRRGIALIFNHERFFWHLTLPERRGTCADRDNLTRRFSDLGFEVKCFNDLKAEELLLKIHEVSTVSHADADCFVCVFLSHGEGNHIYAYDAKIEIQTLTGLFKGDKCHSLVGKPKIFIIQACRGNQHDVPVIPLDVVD
# Target sequence (P55212 194-293 limits assumed): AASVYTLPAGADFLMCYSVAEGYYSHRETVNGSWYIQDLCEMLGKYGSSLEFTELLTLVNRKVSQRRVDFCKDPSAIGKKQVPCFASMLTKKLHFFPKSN
# FN deposition inh: fibronectin deposition inhibition; AID 743247; AH1F fibroblasts, Alexa488-fibronectin deposition fluorescence, overnight; 350,000 tested, 0.086% active; inhibition, % at 12.6 µM;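 active = mean inhibition across replicates of 30% or more, regardless of how many single replicates reach that level; inconclusive = mean under 30% yet at least half of replicates reach 30%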;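 note: positive control wells lacked labelled fibronectin entirely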
#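 Schedule: 1 h cell adhesion before compound, then overnight fibronectin incubation; test system: AH1F fibroblast monolayer depositing Alexa488-labelled fibronectin into matrix; quantity: 10000 AH1F cells per well; probe or stimulus: fluorescent fibronectin at 24 nM final; signal: fluorescence, ex 485 nm, em 525 nm; evaluation: percent inhibition as loss of matrix-bound fibronectin fluorescence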
# esBAF inh: SWI/SNF esBAF complex inhibition; mouse ES cells, Bmi1-luciferase knock-in reporter, 24 h; 100% = twice the neutral-well signal; reporter increase, % at 12.5 µM; 350,000 tested, 2% active; AID 602393; in the data active = activation above about 40%; inconclusive = no clear call, values can overlap the other calls;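 note: 0% = median of the plate's neutral control wells and 100% = double that signal; a rise in the Bmi1 reporter signal indicates esBAF inhibition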
# SIRT5 block: blocks human SIRT5 desuccinylation of peptide; Q9NXA8; 330,000 tested, 1.1% active; inhibition, % at 15 µM; AID 652115; Purified SirT5, succinyl-peptide AMC, trypsin-coupled fluorescence; in the data active = inhibition above about 15%; inconclusive = no clear call, values can overlap the other calls
# Target sequence (Q9NXA8 whole entry, looked up): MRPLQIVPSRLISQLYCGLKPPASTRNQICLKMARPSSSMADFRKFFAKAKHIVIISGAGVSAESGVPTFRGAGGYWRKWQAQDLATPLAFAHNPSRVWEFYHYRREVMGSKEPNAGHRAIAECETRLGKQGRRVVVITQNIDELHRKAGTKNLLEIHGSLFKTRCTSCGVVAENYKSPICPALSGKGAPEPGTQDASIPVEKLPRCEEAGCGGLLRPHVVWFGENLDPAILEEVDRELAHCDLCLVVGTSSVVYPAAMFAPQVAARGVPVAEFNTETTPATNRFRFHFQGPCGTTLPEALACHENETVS
# An asterisk follows results filed as active; ? = inconclusive; / = not tested or not shown; & = joins results of further samples. These rows are one share of the data (hit frequency here may not be typical).
smiles,LGR2 antag,Statin myotox sup,S100A4 MyoIIA,Casp6 inh,FN deposition inh,esBAF inh,SIRT5 block
C[C@H](CO)N1C[C@H](C)[C@H](CN(C)C(=O)C2CCOCC2)Oc2ncc(C3=CCCCC3)cc2C1=O,5,30,-5,-1,-2,2,-12
CNC[C@H]1OCCCC[C@H](C)Oc2ccc(NS(=O)(=O)c3ccc(Cl)cc3)cc2C(=O)N([C@H](C)CO)C[C@@H]1C,1,-6,/,/,/,1,/
COCC#Cc1ccc2c(c1)O[C@@H](CN(C)C(=O)C1CCC1)[C@H](C)CN([C@@H](C)CO)S2(=O)=O,-13,-1,7,0,/,3,0
CO[C@@H]1CC[C@H]2CCOc3ccc(C#N)cc3C(=O)N(C)C[C@@H](c3ccccc3)CC(=O)N(C)C[C@@H]1O2,7,22,-4,4,2,4,-3
Cc1cc(=O)oc2cc(OCC(=O)OCC(=O)Nc3ccccc3F)ccc12,-7,-6,-2,-1,-11,-5,-6
COc1ccc(CN2CCN(c3ccccc3OC)CC2)cc1OC,-11,9,4,-1,4,-5,-4
CC(Oc1ccc(F)cc1)C(=O)Nc1ccccc1C(=O)N1CCCCC1 (stereo not given),-3,14,-1,2,-1,-4,-1
C=CCOc1c(CNn2cn[nH]c2=S)cccc1OC,10,/,0,1,-5,/,-3
O=C(OCc1ccccc1)C1=NNC2C(=O)N(Cc3ccccc3)C(=O)C12 (stereo not given),-14,/,2,/,6,/,-4
CCC(=O)N1[C@H](CO)[C@@H](c2ccccc2)[C@@H]1CN(C)C(=O)CN1CCOCC1,9,-9,4,9,-11,2,-1
CCOC(=O)c1cc(CC)sc1NC(=O)COC(=O)c1cc[n+]([O-])cc1,-22,/,-3,-1,10,/,-2
O=C(CN(Cc1ccc(Cl)cc1)C(=O)CNS(=O)(=O)c1ccc(F)cc1)NCC1CCCO1 (stereo not given),7,7,1,-1,0,-8,-1

# Next section (2 carried over from the part before).
smiles,LGR2 antag,Statin myotox sup,S100A4 MyoIIA,Casp6 inh,FN deposition inh,esBAF inh,SIRT5 block
CCOC(=O)c1cc(CC)sc1NC(=O)COC(=O)c1cc[n+]([O-])cc1,-22,/,-3,-1,10,/,-2
O=C(CN(Cc1ccc(Cl)cc1)C(=O)CNS(=O)(=O)c1ccc(F)cc1)NCC1CCCO1 (stereo not given),7,7,1,-1,0,-8,-1
CC=Cc1ccc2n(c1=O)C[C@@H]1[C@@H](CO)[C@H](C(=O)NC3CCC3)N(S(C)(=O)=O)[C@H]21 (mixture of isomers),-19,17,6,3,/,0,4
CS(=O)(=O)N1[C@H](C(=O)NCc2ccncc2)[C@@H](CO)[C@@H]2Cn3c(ccc(C4=CCCCC4)c3=O)[C@@H]21,11,-15,1,-3,/,-2,-7
O=C(Nc1ccc(S(=O)(=O)N2CCCCC2)cc1)c1ccccc1F,0,-25,2,-2,13,12,-2
O=C(N/N=C/c1ccc(-c2cccc(C(F)(F)F)c2)o1)c1cccc(F)c1,/,-1,/,/,-5,1,/
CC1CN(C(=O)Nc2ccc3c(c2)OCO3)CC(C)O1 (stereo not given),-48,21,/,/,-6,33,/
O=C(CN1CCOCC1)NCC[C@@H]1CC[C@@H](NC(=O)Nc2ccccc2)[C@H](CO)O1,-8,-5,-40,-2,8,-1,3
CC(OC(=O)c1ccc(S(=O)(=O)N(C)C)cc1)C(=O)Nc1ccc(Cl)cn1 (stereo not given),-2,-1,-6,-3,-6,-6,3
CC(C)(C)c1ccccc1OCC(=O)NCc1ccccc1,4,-2,-6,-1,-3,1,-3
Cn1ncc([N+](=O)[O-])c1C(=O)Nc1ccccc1C(=O)O,-3,2,7,-1,9,-5,-1
c1cnc(SCCOc2ccc3c(c2)CCC3)nc1,/,6,/,/,1,9,/
Cc1sc2ncnc(N3CCC(C(=O)NNC(=O)c4ccc(F)cc4)CC3)c2c1C,9,3,2,4,-6,6,-3
Cn1c(=O)[nH]c(=O)c2c1nc(CN1CCOCC1)n2CCCO,-9,1,-1,-3,/,-5,-4
CN(C)C(=O)CSc1ncnc2scc(-c3ccccc3)c12,-17,/,-1,0,1,/,-2
CCn1cc(C(=O)Nn2cnnc2)c(=O)c2ccc(C)nc21,2,1,-1,2,3,-5,-2
CN(CC(=O)Nc1cccc(F)c1)C(=O)c1ccncc1,0,/,2,-6,8,/,-3
CCS(=O)(=O)N1CC2(CN(C(=O)c3ccc(F)cc3)[C@H](CO)c3[nH]c4cc(OC)ccc4c32)C1,-9,/,/,/,-17,/,4
O=C(NCc1ccco1)c1ccc2c(=O)n(Cc3ccco3)c(SCC(=O)N3CCCC3)nc2c1,/,7,/,/,-5,10,/
CCOC(=O)N1CCN(S(=O)(=O)c2ccc(C(=O)Nc3nnc(C)o3)cc2)CC1,10,/,4,0,0,/,-4
Clc1nc(-c2ccccc2)c2ccccc2n1,-9,-3,-6,1,-1,-3,0
N#C[C@H]1[C@H](c2ccccc2)[C@@H](CO)N1C(=O)C1CCCC1,10,7,30,-1,3,-7,1
Cc1noc(C)c1S(=O)(=O)Nc1ccc2c(c1)C(=O)N([C@@H](C)CO)C[C@@H](C)[C@H](CN(C)C)O2,7,-2,-2,-1,-1,-1,-1
O=C(NC1=NCCS1)c1ccccc1,6,-4,-1,-2,3,22,2
O=C(c1cccs1)N(Cc1cccc(F)c1)C1CCS(=O)(=O)C1 (stereo not given),8,23,-1,-7,4,-7,-3
COc1ccc(N(Cc2ccccc2)C(=O)OC(C)(C)C)c(C(=O)N(C)OC)c1,-13,-5,-1,-3,1,-3,-3

# Part of the list above, with two lines to a compound:
# Screens in order – LGR2 antag, Statin myotox sup, S100A4 MyoIIA, Casp6 inh, FN deposition inh, esBAF inh, SIRT5 block
CCS(=O)(=O)N1CC2(CN(C(=O)c3ccc(F)cc3)[C@H](CO)c3[nH]c4cc(OC)ccc4c32)C1
 : -9, /, /, /, -17, /, 4
Clc1nc(-c2ccccc2)c2ccccc2n1
 : -9, -3, -6, 1, -1, -3, 0

# Further entries follow:
smiles,LGR2 antag,Statin myotox sup,S100A4 MyoIIA,Casp6 inh,FN deposition inh,esBAF inh,SIRT5 block
O=C1C2CC(O)CN2C(=S)N1Cc1ccccc1 (stereo not given),8,/,-1,0,-7,/,-2
c1ccc(-c2ncnc3cc4n(c23)CCC4)cc1,/,-13,/,/,3,-8,/
O=C(CN1C(=O)COc2ccc(Cl)cc21)Nc1ccc(N2CCOCC2)cc1,6,5,2,1,5,-1,-4
C[C@H]1CN([C@@H](C)CO)C(=O)Cc2cc(NC(=O)Cc3ccccc3)ccc2O[C@H]1CN(C)C(=O)Nc1ccc2c(c1)OCO2,-4,-16,6,0,/,2,0
O=C(NCCc1ccccc1)C1CCCN1C(=O)Nc1cccc(Cl)c1 (stereo not given),-6,6,2,-2,4,4,1
O=C(C1CC1)N1CCN(c2ccc([N+](=O)[O-])cc2)CC1,7,/,3,-16,1,/,3
COC(=O)C[C@H]1C=C[C@@H](NS(=O)(=O)c2ccc(C)cc2)[C@@H](CO)O1,0,/,-1,2,8,/,-6
CC1(C(=O)Nc2ccc3c(c2)OCCO3)CSCC(=O)N1C1CCN(Cc2ccccc2)CC1 (stereo not given),-13,/,-5,-5,1,/,-2
O=C(Nc1ccon1)c1ccccc1Cl,/,-11,/,/,-4,13,/
C[C@@H]1CN([C@@H](C)CO)C(=O)c2cccc(NC(=O)C3CCOCC3)c2O[C@@H]1CN(C)S(=O)(=O)c1cn(C)cn1,-10,?,6,2,-15,-1,0
CCCCn1c(N)c(N(CCOC)C(=O)C2CCN(S(=O)(=O)c3ccc(C)cc3)CC2)c(=O)[nH]c1=O,0,-7,20,-3,1,3,3
NNC(=O)c1cccnc1Oc1ccccc1,0,0,-5,2,-5,1,-5
Cc1ccc([N+](=O)[O-])cc1S(=O)(=O)Nc1ccc(C(=O)NCc2ccccn2)cc1,3,/,4,6,-3,/,1
CC(=O)c1ccc(NC(=O)c2cnn3ccccc23)cc1,?,-40,2,2,1,-77,-6
CC(C)c1cc(C(=O)NCc2cccnc2)no1,4,/,9,0,/,/,1
O=C(Nc1cccc(C(F)(F)F)c1)c1cc2ncc(Br)cn2n1,-1,46,3,3,/,-9,6
O=C(Cc1cccc(NC(=O)C2CCCN(C(=O)c3ccccc3)C2)c1)Nc1ccc(C(=O)N2CCCCC2)cc1 (stereo not given),0,12,1,4,11,-4,-2
C[C@@H]1CN([C@@H](C)CO)C(=O)c2cc(NC(=O)Nc3ccc4c(c3)OCO4)ccc2O[C@@H]1CN(C)Cc1ccc(C(=O)Nc2ccccc2N)cc1,-16,/,1,2,/,-10,3
COC(=O)C1CCN(C(=O)CN2C(=O)c3ccccc3S2(=O)=O)CC1,-44,3,2,1,0,-13,2
N#C[C@@H]1[C@H](c2ccccc2)[C@H](CO)N1S(=O)(=O)c1ccc(-c2ccccc2)cc1,0,15,-11,0,-20,18,3
CC(=O)c1c(C)n(CC(=O)NCc2ccco2)c2ccccc12,12,8,-2,-2,5,-7,0
Cc1cccc(S(=O)(=O)N2C[C@H](O)COC[C@@H]3O[C@H](CC(=O)Nc4ccc(-c5ccccc5)cc4)CC[C@H]32)c1,15,-19,6,5,-2,-1,1
CCCCn1c(N)c(N(CC)C(=O)/C=C/c2ccco2)c(=O)[nH]c1=O,11,/,2,1,9,/,-1
O=C(Oc1ccc(C(=S)N2CCOCC2)cc1)c1ccc([N+](=O)[O-])cc1[N+](=O)[O-],-2,9,0,-1,-3,-3,13
O=C(C[C@H]1CC[C@H]2[C@@H](COC[C@H](O)CN2CC2CCCC2)O1)NCC1CC1,-2,/,6,-1,-6,/,0
CCN(CC(=O)NCc1ccc(F)cc1)C(=O)c1ccc(C(=O)c2ccccc2)cc1,-12,1,5,-2,1,-4,5
O=c1n(-c2ccccc2)c(=O)n2n1CCC2,/,-4,/,/,-3,2,/
O=C(Cc1cccs1)NNC(=O)c1ccc(F)cc1,-20,/,3,-5,2,/,-2
CCN(CC)CCNC(=O)c1ccc(NC(=O)c2ccc(F)cc2)cc1,-12,/,-4,-9,7,/,0
Cc1ccccc1NC(=S)NNC(=O)c1ccoc1C,-64,-5,1,0,/,25,-2
CCN1C(=O)C(CC(=O)Nc2ccc(OC)cc2)N(CCc2ccccc2)C1=S (stereo not given),15,5,-4,2,-4,-1,1
Cc1ccccc1NC(=O)Cn1cccc1,2,-9,-4,-2,/,-5,1
CCCCN1C(=N)N([C@@H](C)CN2CCC[C@H]2CN2C(N)=NC[C@@H]2Cc2ccccc2)C[C@H]1Cc1ccccc1,9,-10,30,/,-1,-4,/
CN(C)CCCNS(=O)(=O)c1ccc(NC2CCCCCC2)c([N+](=O)[O-])c1,13,-15,-2,-13,-8,-3,29*
CCOC(=O)c1c(C)[nH]c(C(=O)C(C)Cl)c1C (stereo not given),/,7,3,4,3,-3,3
CC(C)NC(=O)Nc1ccc2c(c1)C(=O)N([C@@H](C)CO)C[C@H](C)[C@@H](CN(C)Cc1ccc(C(=O)O)cc1)O2,7,4,0,-1,/,-1,/
CC(C)NC(=O)Nc1cccc2c1O[C@H](CN(C)S(=O)(=O)c1cccs1)[C@@H](C)CN([C@H](C)CO)C2=O,-8&-12,-7,5,2,9,2&3,24*
O=C(Cc1nc(=O)c2ccccc2s1)Nc1ccccc1,/,-21,/,/,0,62*,/
COc1ccccc1NC(=O)/C(C#N)=C/c1cccn1C,-21,/,-4,-4,-3,/,-2
